# Screening data as filed in PubChem.
# WRN inhibitor – blocks human WRN helicase; WRN helicase unwinding, fluorescent forked duplex, kinetic; Potency, µM (series often up to 114 µM), inactives show at the top dose activity change, negative = inhibition, usual class: inhibitors; actives 0.46% (n = 360,000); further: potency means the concentration at half of the fitted maximal effect; on the % scale 0 is the no-effect control and ±100 the full control effect; nearly all actives have a fitted effect of over 55% in size
#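 Kinetic fluorescence helicase assay: unwinding of a quenched forked DNA duplex (100 nM final) with 2 mM ATP final raises red fluorescence (525/598 nm). Compounds sat 15 min at room temperature with 20 nM WRN beforehand.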
# EPAC1 antag – EPAC1 (human) antagonism; Potency, µM (titrated, usually from 115 µM), for the others: top-dose activity change, negative = inhibition, most hits filed as inhibitors; O95398; actives 0.14% (n = 360,000); EPAC1 GEF assay, Rap1b-BODIPY-GDP exchange fluorescence; AID 720709;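 further: potency means the concentration at half of the fitted maximal effect; plate controls were vehicle for no effect and positive control for full effect; nearly all actives have a fitted effect of over 50% in size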
# EPAC1 ag – EPAC1 (human) agonism | AID 720707 | actives 0.073% (n = 360,000) | EPAC1 agonist qHTS, biochemical assay; response scale: 100% = response to 6.5 mM cAMP | Potency, µM (titrated, usually from 154 µM), for inactives: at the top dose activation, actives largely listed as activators; further: potency means the concentration at half of the fitted maximal effect; nearly all actives have a fitted effect of over 60% in size
#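 Normalized to 6.5 mM cAMP, activity reflects EPAC1-catalysed release of BODIPY-GDP from Rap1B, followed kinetically over 30 min at 480 nm excitation, 540 nm emission. Reaction contained 100 nM EPAC1, 250 nM Rap1B-BODIPY-GDP, 50 uM GDP.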
# PLK1 PBD block – PLK1 (human) polo-box domain binding inhibition; P53350; Plk1 PBD binding of FITC phosphopeptide, fluorescence polarization; Potency, µM, without a hit: max response, negative = inhibition, hits mostly inhibitors; actives 2.8% (n = 360,000); further: potency means the concentration at half of the fitted maximal effect; series mostly up to about 57 µM; on the % scale 0 is the no-effect control and ±100 the full control effect; nearly all actives have a fitted effect of over 65% in size
# Target sequence (P53350 whole entry, looked up, the tested form may be a part): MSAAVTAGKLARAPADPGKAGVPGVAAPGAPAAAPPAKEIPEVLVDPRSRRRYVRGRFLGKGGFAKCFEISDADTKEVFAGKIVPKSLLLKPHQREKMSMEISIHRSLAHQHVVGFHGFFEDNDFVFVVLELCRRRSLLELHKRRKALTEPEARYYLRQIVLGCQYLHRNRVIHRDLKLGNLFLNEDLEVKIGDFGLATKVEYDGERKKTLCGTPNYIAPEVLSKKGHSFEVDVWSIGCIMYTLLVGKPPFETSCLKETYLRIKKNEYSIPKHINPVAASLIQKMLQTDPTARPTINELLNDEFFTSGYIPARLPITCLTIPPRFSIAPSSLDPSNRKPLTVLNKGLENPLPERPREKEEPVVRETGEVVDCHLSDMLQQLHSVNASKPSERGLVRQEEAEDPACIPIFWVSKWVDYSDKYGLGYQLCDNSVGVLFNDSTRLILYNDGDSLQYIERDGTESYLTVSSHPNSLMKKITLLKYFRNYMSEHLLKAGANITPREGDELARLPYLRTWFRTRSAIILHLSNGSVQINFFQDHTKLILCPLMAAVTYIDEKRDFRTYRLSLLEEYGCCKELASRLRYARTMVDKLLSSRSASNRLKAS
# IL-2 act – activates IL-2 in a cell-based reporter assay. IL-2 activation reporter assay, cell-based qHTS; stimulated with anti-CD3/CD4/CD28 beads; in transgenic mouse T cells. activation, % (series mostly up to about 46 µM). actives 0.065% (n = 360,000); in the data active means activation above about 50%; inconclusive means mostly about 30% to 49%; further: 0% is about no effect
#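 EGFP and DsRed fluorescence is measured by plate cytometry in unstimulated transgenic mouse T cells exposed to compound for 60 minutes, then stimulated 18 hours at 37 degrees C with anti-CD3/anti-CD4 beads plus anti-CD28.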
# Abeta yeast res – restores growth of yeast expressing A-beta42 peptide; actives 0.063% (n = 410,000); AID 1347071; yeast expressing A-beta42, growth rescue, OD600, 48 h; response scale: 0% DMSO, 100% iron-clioquinol control; Potency, µM (top dose mostly 46.1 µM), for the others: top-dose growth rescue, most hits filed as activators; further: potency means the concentration at half of the fitted maximal effect; nearly all actives have a fitted effect of over 55% in size
#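 Yeast growth medium received pinned compounds, then yeast cells expressing toxic A-beta were added; plates incubated at 30 C for 48 hr. Growth read as absorbance at 600 nm, normalized to DMSO and equimolar FeCl3 plus clioquinol controls.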
# PI5P4K alpha inh – blocks human PI5P4K alpha kinase activity; P48426; PI5P4Kalpha enzyme, ADP-Glo luminescence, 60 min; active compounds read low; actives 1.2% (n = 330,000); max response, %; active means max response of -50% or lower; inconclusive means between -30% and -50%; inactive means -30% or higher; further: value at the top dose of about 77 µM; on the % scale 0 is the no-effect control and ±100 the full control effect
# Target sequence (P48426 whole entry, looked up): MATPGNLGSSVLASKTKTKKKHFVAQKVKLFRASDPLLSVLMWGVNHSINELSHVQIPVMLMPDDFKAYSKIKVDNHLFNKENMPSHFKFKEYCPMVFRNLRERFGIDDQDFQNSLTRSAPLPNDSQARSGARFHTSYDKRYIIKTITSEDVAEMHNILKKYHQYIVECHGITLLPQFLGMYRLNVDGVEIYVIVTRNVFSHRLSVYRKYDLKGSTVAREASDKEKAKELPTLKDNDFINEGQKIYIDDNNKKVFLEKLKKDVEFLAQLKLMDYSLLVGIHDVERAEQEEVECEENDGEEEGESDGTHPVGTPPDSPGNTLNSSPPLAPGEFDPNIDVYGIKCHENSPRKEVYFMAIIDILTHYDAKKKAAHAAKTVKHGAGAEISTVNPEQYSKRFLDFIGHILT
#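 Quantitative HTS of the MLSMR library against PI5P4Kalpha with substrate. ATP added last at 5 microM final; room temperature, 60 minutes. Remaining ATP depleted, ADP converted and read as luminescence.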
# FUS suppressor – rescues growth of FUS-expressing yeast | S. cerevisiae FUS-expressing, growth rescue, OD600, 24 h | Potency, µM (titrated, usually from 76.6 µM), for inactives: at the top dose growth rescue (activation), hits mostly activators | actives 0.24% (n = 390,000) | AID 1347120;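 further: potency means the concentration at half of the fitted maximal effect; plate controls were DMSO vehicle for no effect and reference control for full effect; nearly all actives have a fitted effect of over 55% in size; some results filed as inactive show a strong effect at the top dose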
#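 Absorbance at 600 nm, taken 24hr after compound addition, measured rescue of FUS-yeast growth at 30C. Induction used 2% galactose with seeding at OD 0.005. Controls: CP55940 from 92uM final, DMSO only.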
# * marks the source's active call; other numbers are inactive results; ? = inconclusive; . = no result given; [ ] = another dose, or the depositor's remark. Unless noted, the call rests on the fitted dose curve; in most records, active means well fitted curve in the direction sought with a large enough effect; inconclusive means small, poorly fitted or top-dose-only effect, or another doubt; inactive means no such curve, though single readings can be large; an effect the other way counts as inactive or inconclusive.
Structure	EPAC1 ag	WRN inhibitor	FUS suppressor	EPAC1 antag	Abeta yeast res	PI5P4K alpha inh	IL-2 act	PLK1 PBD block
COc1ccccc1C(=O)Cc1ccccc1	5.2%	-17.5%	.	2.0%	5.9%	-1.3	-5.2	-1.3%
CCOc1ccccc1-c1cc(-c2ccc(OC)cc2)nc2c1c(=O)n(C)c(=O)n2C	-0.3%	-2.9%	-2.6%	10.4%	4.8%	-1.3	-0.1	-8.8%
O=C(COC(=O)c1ccc(F)cc1F)NCCC1=CCCCC1	-3.5%	3.2%	.	-5.6%	12.3%	7.1	-0.8	-3.8%
CC1CCCC(NC(=O)c2ccc3c(c2)OCO3)C1C (centres undefined)	7.2%	4.3%	0.4%	-7.8%	6.1%	-0.4	-0.1	0.6%
C=CCN(c1cccc(C(F)(F)F)c1)S(=O)(=O)c1cccc(C(=O)OCC(=O)Nc2ccccc2)c1	-3.7%	-11.5%	17.1%	?	7.8%	8.5	-1.5	-1.2%
CC(C)c1ccc(NC(=O)CN2C(=O)NC(Cc3c[nH]c4ccccc34)C2=O)cc1 (centres undefined)	-10.4%	-9.1%	18.6%	-9.1%	-1.1%	1.5	0.8	0.9%
[O-][n+]1ccc(C(O)c2ccccc2)cc1 (centres undefined)	8.9%	4.2%	0.4%	-8.6%	-7.8%	1.5	1.3	-0.6%
COc1ccc(C(=O)NC(=S)Nc2cc3oc4ccccc4c3cc2OC)cc1	-4.5%	4.8%	9.9%	12.4%	9.5%	4.0	-1.2	-14.1%
CCS(=O)(=O)Nc1ccc(C2=NN(C(=O)c3ccco3)C(c3ccc(C)cc3)C2)cc1 (centres undefined)	4.4%	-2.6%	?	3.4%	13.3%	.	-4.0	-1.6%
COc1ccccc1CN(C)CC(=O)NC1CCCc2ccccc21 (centres undefined)	-2.7%	1.9%	11.4%	6.3%	11.4%	0.4	0.4	3.8%
c1ccc(Nc2ncnc3[nH]ncc23)cc1	-8.4%	6.2%	10.0%	5.9%	-2.2%	-17.7	0.2	-3.0%
CC1CCCC(NC(=O)c2cccc(S(=O)(=O)N3CCN(c4ccccc4)CC3)c2)C1C (centres undefined)	-13.3%	4.6%	-13.3%	1.5%	13.7%	-0.1	-3.0	-0.5%
COc1ccccc1OCC(=O)/C=C1/N(C)c2ccccc2C1(C)C	6.2%	-3.5%	6.2%	-1.5%	10.4%	-7.1	-1.1	9.7%
Cc1cc(Oc2ccccc2)nc(SCC(=O)Nc2ccc(Cl)c(Cl)c2)n1	18.2%	-7.6%	?	0.2%	21.9%	-1.7	-3.2	-4.0%
CC(C)c1ccc(S(=O)(=O)N2CCN(C(=O)CN3C(=O)NC4(CCCCC4)C3=O)CC2)cc1	1.9%	268.9%[activator]	5.9%	-2.3%	8.5%	0.7	-0.4	9.5%
Cc1cccc(COC[C@H](Cc2ccccc2)N2CCN(C(=O)c3cccc(Cl)c3)CCC2=O)c1	-7.5%	-5.4%	?	-8.2%	10.4%	27.4	1.1	-1.2%
C/C(=N\Nc1cccc2cccnc12)c1ccc(C)cc1	17.8%	-10.0%	-7.5%	10.4%	-23.2%	13.8	0.4	-0.7%
COc1ccc(C(=O)NC(=S)Nc2ccc(CN3CCCCC3)cc2)cc1Cl	-2.0%	12.5%	15.7%	-3.1%	-0.1%	-15.5	-0.4	-12.9%
CCn1c(SCc2ccc(C#N)cc2)nnc1-c1cccc(Cl)c1	2.0%	-2.9%[57.1 µM]	2.1%	-3.1%	-26.4%	.	-3.3	-8.6%
CCOCCCNC(=O)c1cc(C)nn1-c1ccccc1	3.3%	0.3%	-25.3%	-3.8%	1.0%	0.1	-0.5	-8.0%
CC(C)CCNC(=O)C(=O)Nc1cc2c3c(c1)CCC(=O)N3CCC2	10.0%	0.9%	-13.0%	?	-8.2%	1.9	-1.5	-4.8%
COC(=O)c1ccc(CSc2nncn2N)cc1	6.1%	-35.5%	26.4%	-18.2%	-8.9%	-11.8	1.8	?
CN(CCCNC(=O)CCCOc1cc(=O)n(C)c2ccccc12)Cc1ccccc1	2.7%	4.2%	-23.4%	9.1%	-8.7%	9.0	1.6	-3.6%
CN1CCN(CCCNC(=O)c2ccc(/C=C3\Oc4ccccc4N(Cc4ccc(Cl)cc4)C3=O)cc2)CC1	-12.3%	1.4%[11.6 µM]	?	-1.9%	-86.8%[inhibitor]	-24.2	0.9	-4.9%

# No new results follow: entries from further up.
Structure	EPAC1 ag	WRN inhibitor	FUS suppressor	EPAC1 antag	Abeta yeast res	PI5P4K alpha inh	IL-2 act	PLK1 PBD block
COc1ccccc1OCC(=O)/C=C1/N(C)c2ccccc2C1(C)C	6.2%	-3.5%	6.2%	-1.5%	10.4%	-7.1	-1.1	9.7%
Cc1cc(Oc2ccccc2)nc(SCC(=O)Nc2ccc(Cl)c(Cl)c2)n1	18.2%	-7.6%	?	0.2%	21.9%	-1.7	-3.2	-4.0%
CC(C)c1ccc(S(=O)(=O)N2CCN(C(=O)CN3C(=O)NC4(CCCCC4)C3=O)CC2)cc1	1.9%	268.9%[activator]	5.9%	-2.3%	8.5%	0.7	-0.4	9.5%

# More records follow.
Structure	EPAC1 ag	WRN inhibitor	FUS suppressor	EPAC1 antag	Abeta yeast res	PI5P4K alpha inh	IL-2 act	PLK1 PBD block
Cc1csc(SC(C)C(=O)NC2CCCCC2C)n1 (centres undefined)	-5.0%	1.1%	-1.2%	-5.3%	3.9%	-3.7	1.5	6.4%
COc1ccc(S(=O)(=O)Nc2cccc3c2O[C@H](CN(C)Cc2ccc(Cl)c(Cl)c2)[C@@H](C)CN([C@H](C)CO)C3=O)cc1	-6.6%	-0.4%	?	-20.3%	2.4%	0.9	-0.5	0.4%
CC=Cc1cc2c(c(=O)o1)C(=O)C(O)C(C)O2 (centres undefined)	4.7%	-0.5%	.	2.3%	0.3%	-8.4	-3.1	-12.8%
CCCn1c2ccccc2c2cnn(CC(=O)OC)c(=O)c21	11.0%	-1.7%	10.9%	5.8%	-24.3%	12.9	-2.0	-5.0%
CNC(=S)Nc1ccc(C)c(NC(=S)NC)c1	3.0%	-4.4%	14.4%	-2.2%	-16.7%	-12.9	0.3	?
Nc1ccc(N=Nc2ccc(N)cc2)cc1	-4.6%	1.0%	-21.0%	-21.5%	-1.7%	-6.7	1.6	7.8%
CC(NC(=O)CN1CCN(c2ncccn2)CC1)c1ccc(F)cc1 (centres undefined)	11.5%	5.4%	13.9%	-4.0%	-10.3%	-3.3	2.3	-7.0%
Cc1ccc(NC(=O)CSc2nc3cc(C(=O)NCC4CCCO4)ccc3c(=O)n2CC2CCCO2)cc1 (centres undefined)	-2.0%	-0.4%	?	-0.3%	8.3%	4.0	-2.5	-0.7%
COc1ccc(NC(=O)CSc2nc3[nH]ncc3c(=O)[nH]2)cc1OC	-1.9%	0.3%	8.6%	9.5%	8.7%	-6.9	-0.9	-2.0%
CC1(C(=O)NS(=O)(=O)c2cccc(C#N)c2)CCN1C(=O)CC1CCCC1 (centres undefined)	3.5%	8.7%	-22.2%	-0.3%	?	-2.1	0.3	-12.8%
Cc1ccc(OCCN2C(=O)c3ccccc3C2=O)c([N+](=O)[O-])c1	2.0%	5.1%	0.4%	0.0%	18.4%	-8.4	-1.4	-3.6%
Cc1[nH][nH]c(=O)c1C(c1cc2c(cc1Br)OCO2)c1c(C)[nH][nH]c1=O	-4.2%	2.2%[57.1 µM]	3.9%	-23.6%	-8.0%	-3.4	0.4	-16.0%
COc1cc2cc(CN(Cc3nnnn3Cc3ccccc3)CC3CCCO3)c(=O)[nH]c2cc1OC (centres undefined)	0.0%	-4.0%	16.8%	-0.4%	7.1%	2.0	-0.8	-2.2%
CCC(C)c1ccccc1N1CC(C(=O)Nc2ccc(C)c(S(=O)(=O)N3CCOCC3)c2)CC1=O (centres undefined)	-1.5%	10.3%	40.1%	-20.6%	1.5%	9.5	-1.5	-8.9%
CN(C(=O)COC(=O)CSc1ccccc1)c1c(N)n(Cc2ccccc2)c(=O)[nH]c1=O	-4.0%	8.2%	-8.0%	-12.0%	-1.1%	-0.9	-0.9	-9.5%
CCOC(=O)C1CCCN(C(=O)c2ccc(-c3ccccc3)cc2)CC1 (centres undefined)	-10.8%	-5.0%	17.1%	-5.7%	-12.1%	2.8	0.1	-5.8%
O=C(CCN1CCOCC1)Nc1cc(C(=O)Nc2ccc(Cl)cc2)ccc1N1CC2CC(C1)c1cccc(=O)n1C2 (centres undefined)	-5.7%	1.8%	16.4%	-3.2%	18.6%	-2.9	-2.7	-4.0%
CCOc1ccc(C2NC(=O)c3ccccc3O2)cc1OC (centres undefined)	-0.3%	0.3%	-0.5%	-8.4%	-5.1%	4.2	-0.3	-8.1%
CCOC(=O)c1[nH]c(C)c(C(=O)OCc2ccc(C)cc2)c1C	3.4%	-2.9%	-6.0%	-2.5%	-9.3%	0.1	2.8	5.9%
O=C(CNC(=O)c1nc[nH]c1C(=O)N1CCN(c2ccccc2)CC1)OCc1ccccc1	-2.3%	-3.6%	16.5%	3.2%	-20.5%	-3.4	1.8	-14.8%
CCn1c(COc2ccccc2)nnc1SCC(=O)Nc1cc(C)ccc1OC	-7.6%	-3.5%	38.1%	-11.1%	-14.5%	.	-2.5	-6.1%
CC(=O)C1=C(NC(=O)c2ccc(C(F)(F)F)cc2)C[C@@H]2[C@H]1C2(C)C	-3.6%	-31.4%	2.5%	0.9%	-7.6%	0.1	-5.9	-6.5%
N#CNC(=Nc1ccccc1)SCc1ccc(C(=O)O)cc1	9.7%	-0.9%[57.1 µM]	-3.9%	0.3%	0.4%	5.6	-1.0	?
CN(C)S(=O)(=O)c1cccc(C(=O)Nc2cc(S(=O)(=O)N3CCOCC3)ccc2N2CCCC2)c1	-3.5%	7.3%	28.7%	-8.8%	-9.1%	?	0.4	5.32µM*
O/N=C1/CCCSc2ccccc21	-3.7%	-0.5%	56.8%	-21.1%	-4.4%	4.1	2.4	-10.0%
O=C(CC1CCCCC1)NCC1CCCO1 (centres undefined)	-1.9%	1.2%	-1.1%	-8.4%	10.6%	9.7	-0.2	-2.1%
O=C(COc1ccc(Br)cc1)N1CCN(c2ccc([N+](=O)[O-])c(N3CCCCC3)c2)CC1	9.7%	-13.9%[57.1 µM]	24.4%	26.8%	38.0%	0.0	-1.0	8.4%
